Source: PubChem BioAssay
HTRA1 inh – inhibitors of human serine peptidase HTRA1. hit rate 0.5% among 340,000. inhibition, % at 5.96 µM. recombinant HTRA1, FP-rhodamine activity-based probe, fluorescence polarization. AID 504803; in the data active means inhibition above about 36%;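 further: 0% = enzyme with DMSO and 100% = wells lacking enzyme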
SIAE primary – blocks human sialic acid acetylesterase. Q9HAT2. SIAE FP-Rh probe binding, fluorescence polarization. inhibition, % at 9.66 µM. hit rate 0.69% among 370,000. AID 1053197;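 active means inhibition above a cutoff: mean of compounds within the control limits plus 3 SD of those, cut at about 17% in these data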;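 further: 0% = plate median of compound wells and 100% = probe without SIAE protein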
rCAG RNA binder – binds r(CAG) RNA repeats; r(CAG) RNA repeat, TO-PRO-1 dye displacement fluorescence; inhibition, % at 3 µM; AID 651821; hit rate 1.3% among 370,000;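 active means inhibition above the plate cutoff, the mean of all test compounds on that plate plus 3 SD, cut at about 35% in these data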;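 further: 0% = DMSO alone and 100% = 100 µM mitoxantrone as full dye displacement; higher means more dye released from RNA so lower well fluorescence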
PRMT1 inh – PRMT1 (human) inhibition, primary screen. Q99873. recombinant PRMT1, activity-based probe fluorescence polarization. inhibition, % at 2.79 µM. hit rate 1.3% among 370,000;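 active means inhibition above about 21% made by adding two undisclosed values, limit read from the data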
NPR2 activator – GC-B (human) receptor activation; AID 1920062; hit rate 0.11% among 370,000; activation, % at 10 µM; HEK293-GC-B cells, CNP EC30, cGMP TR-FRET; 0% at EC30 CNP, 100% saturating CNP;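 active means activation at 10 µM reaching about 35% in either raw or pattern-adjusted values, limit read from the data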
mABHD4 FP – inhibits mouse alpha/beta hydrolase domain 4; Q8VD66; purified mABHD4, FP-Rh probe fluorescence polarization; inhibition, % at 8.92 µM; hit rate 0.54% among 370,000; AID 720543;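 active means inhibition exceeding the mean over every tested compound plus 3 SD, cut at about 30% in these data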;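 further: 0% = plate median of compound wells and 100% = S159A mutant with DMSO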
Target sequence (Q8VD66 whole entry, looked up, the tested form may be a part): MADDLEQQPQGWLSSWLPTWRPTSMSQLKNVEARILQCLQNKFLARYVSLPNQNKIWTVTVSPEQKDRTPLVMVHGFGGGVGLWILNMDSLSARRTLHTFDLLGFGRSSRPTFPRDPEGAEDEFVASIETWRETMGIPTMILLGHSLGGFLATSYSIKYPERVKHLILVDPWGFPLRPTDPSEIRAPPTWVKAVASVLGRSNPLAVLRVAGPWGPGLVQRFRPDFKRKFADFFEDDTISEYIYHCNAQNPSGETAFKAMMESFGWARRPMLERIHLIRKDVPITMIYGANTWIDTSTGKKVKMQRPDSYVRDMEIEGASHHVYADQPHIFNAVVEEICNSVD
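Assay system: wild-type mouse ABHD4 protein; compound: single nominal dose of 8.92 µM, 0.89% DMSO final; schedule: 45 min + 60 min at 25 °C; measured by: FP readout, ex 525 nm / em 598 nm; evaluation: % inhibition of FP-Rh probe binding versus controls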
NPR1 activator – GC-A (human) enzyme activation; HEK293 GC-A cells, cGMP TR-FRET, EC30 ANP; 0% at EC30 ANP, 100% saturating ANP; AID 1671463; activation, % at 10 µM; hit rate 0.14% among 370,000; P16066; in the data active means activation above about 40%
UHRF1 binding – human UHRF1 methylated DNA binding inhibitors | Q96T88 | UHRF1 binding to methylated oligo, TR-FRET | inhibition, % at 4.4 µM | hit rate 0.75% among 370,000; in the data active means inhibition above about 21%;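 further: UHRF1 SRA domain binding a hemimethylated CpG hairpin DNA probe; 0% = median of test compound wells and 100% = reference inhibitor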
Target sequence (Q96T88 whole entry, looked up, the tested form may be a part): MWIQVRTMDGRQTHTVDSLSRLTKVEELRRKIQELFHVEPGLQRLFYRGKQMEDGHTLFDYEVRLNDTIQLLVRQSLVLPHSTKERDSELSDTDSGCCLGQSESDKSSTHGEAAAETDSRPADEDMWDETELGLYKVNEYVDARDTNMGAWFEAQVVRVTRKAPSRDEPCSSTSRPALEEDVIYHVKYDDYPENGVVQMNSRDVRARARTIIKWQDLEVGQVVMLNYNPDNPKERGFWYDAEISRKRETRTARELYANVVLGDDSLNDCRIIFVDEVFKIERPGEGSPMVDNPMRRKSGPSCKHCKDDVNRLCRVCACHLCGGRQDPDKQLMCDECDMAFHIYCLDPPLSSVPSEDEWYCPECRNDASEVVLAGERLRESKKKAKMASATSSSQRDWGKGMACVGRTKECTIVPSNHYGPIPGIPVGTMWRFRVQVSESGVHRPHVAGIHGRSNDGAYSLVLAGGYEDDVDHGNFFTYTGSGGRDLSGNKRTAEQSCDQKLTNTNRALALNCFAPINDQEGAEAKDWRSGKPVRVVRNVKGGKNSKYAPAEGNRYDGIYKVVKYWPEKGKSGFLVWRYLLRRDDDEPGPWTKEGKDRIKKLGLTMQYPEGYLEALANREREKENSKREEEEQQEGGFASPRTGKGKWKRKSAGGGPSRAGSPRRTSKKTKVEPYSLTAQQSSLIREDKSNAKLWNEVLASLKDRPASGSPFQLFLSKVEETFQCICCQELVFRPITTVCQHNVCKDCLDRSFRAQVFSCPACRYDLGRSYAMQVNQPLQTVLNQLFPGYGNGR
MBD2 DNA inh – inhibitors of human MBD2 binding to methylated oligonucleotide. hit rate 0.31% among 370,000. AID 686964. inhibition, % at 4.4 µM. TR-FRET; in the data active means inhibition above about 13%
TCR-CD3 inh – human TCR-CD3 binding inhibition. TAMRA-labeled TCR probe fluorescence, biochemical. inhibition, % at 9.4 µM. hit rate 0.37% among 360,000. AID 651800; in the data active means inhibition above about 19%;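 further: recombinant mutant TCR 2C K166C tagged with TAMRA read by polarization; 0% = receptor in buffer alone and 100% = receptor with positive control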
An asterisk follows results filed as active; . = no result given.

SMILES	HTRA1 inh	SIAE primary	rCAG RNA binder	PRMT1 inh	NPR2 activator	mABHD4 FP	NPR1 activator	UHRF1 binding	MBD2 DNA inh	TCR-CD3 inh
CCc1ccc(C2NC(=S)NC3=C2C(=O)N(c2ccccc2OC)C(c2ccc(CC)cc2)N3)cc1 (stereo not given)	-29	2	-1	-1	-15	25	-15	-1	3	4
O=S(=O)(c1ccc(NC(=S)NN=Cc2ccccc2O)cc1)N1CCCCC1	34	2	28	-2	-2	26	1	-10	-1	16
Cc1cc(OCC(=O)N2CCC(C(=O)O)CC2)c2c(C)c(C)c(=O)oc2c1	3	-5	-1	-3	7	0	5	1	0	1
NC(=O)c1ncn([C@@H]2O[C@H](C(=O)N[C@H](Cc3c[nH]c4ccccc34)C(=O)O)[C@@H](O)[C@H]2O)n1	.	4	0	-5	6	6	0	-1	1	2
COc1cc(NS(=O)(=O)c2ccc(NC(=S)NC(=O)C(C)(C)C)cc2)nc(OC)n1	-4	3	10	0	-3	1	1	0	0	3
Cc1ccc(N2CC(C(=O)OCc3nnc(-c4ccccc4)o3)CC2=O)cc1 (stereo not given)	3	6	-6	1	-7	10	-1	1	-3	1
CCOC(=O)c1c(C)n(C)c2ccc(OC)c(NC(=O)CN3CCSCC3)c12	5	7	-10	1	-1	5	-4	-1	7	-1
O=C(Nc1cccc(F)c1)OC(CN1CCCCC1)C(F)(F)F (stereo not given)	-5	-11	-4	-1	-2	6	-1	-1	-1	0
CCCc1cc(=O)oc2cc(OC(C)C(=O)NCC3CCC(C(=O)O)CC3)c(Cl)cc12 (stereo not given)	4	-4	2	2	-7	-8	5	0	3	-2
COc1ccccc1NC(=O)c1ccc(COc2ccc3c(c2)CCC3)cc1	-5	-7	3	3	1	-12	-1	17	8	-1
C[C@H]1CN([C@@H](C)CO)C(=O)c2cc(-c3ccccc3F)cnc2O[C@H]1CN(C)C(=O)C1CCOCC1	1	3	1	3	4	-6	1	1	7	-12
CC1(C(=O)NS(=O)(=O)c2ccc(F)cc2F)CCN1C(=O)CC1CC1 (stereo not given)	.	-1	1	-2	-14	7	2	-2	3	-5
CCOC(=O)/C=C/C(=O)N1CCN(C(=O)/C=C/C(=O)OCC)CC1	2	0	0	2	5	-7	-2	4	4	3
CC1CC(C)CN(S(=O)(=O)c2ccc(C(=O)NNC(=O)c3ccccc3F)cc2)C1 (stereo not given)	1	3	10	10	5	-11	0	3	3	-4
CC(C)CCNC(=O)CN1N=C(c2ccc(Cl)cc2)CCC1=O	6	-3	-9	-2	-2	1	-2	-1	-3	0
CC(=O)N1CCN(c2ccnc3cc(Cl)ccc23)CC1	2	0	-2	-3	-2	0	-3	3	-1	-5
O=C1OC(c2ccccc2)(c2ccc3cc(O)ccc3c2)c2ccccc21 (stereo not given)	-49	-16	9	-10	-10	-45	-18	0	-5	-2
N#C/C(=C\c1ccc(OC(F)F)cc1)C(=O)N1CCCCC1	6	7	-2	-5	0	0	7	-4	-2	2
O=C(NCCCN1CCN(c2ccc(F)cc2)CC1)Nc1ccc(Cl)cc1	.	8	5	4	-11	-5	-8	1	4	.
Cc1ccc(N(CC(=O)N2CCCC2)S(C)(=O)=O)cc1C	0	-4	-2	2	8	2	-2	1	5	-3
Cc1cccc(N2C(=O)CC(NNc3nc4ccccc4s3)C2=O)c1 (stereo not given)	-9	-1	3	0	4	-6	-2	1	0	1
Cc1cc(C(=O)OCC(=O)N2CCN(c3ccccc3)CC2)c2ccccc2n1	-1	-3	-8	2	0	4	1	10	4	-7
Cc1cccc(NC(=O)c2ccccc2OCC(=O)c2ccccc2)c1	-24	-41	2	0	-2	4	-1	-1	3	4
O=C(Nc1ccc(NC(=O)C2CC2)cn1)c1ccccc1	2	-1	-1	3	1	2	5	4	-4	-8
Cc1ccc(C(=O)O)cc1S(=O)(=O)N1CCSCC1	3	-1	2	1	0	5	-1	12	4	-4

(next part)
SMILES	HTRA1 inh	SIAE primary	rCAG RNA binder	PRMT1 inh	NPR2 activator	mABHD4 FP	NPR1 activator	UHRF1 binding	MBD2 DNA inh	TCR-CD3 inh
COc1ccc(OC)c(S(=O)(=O)NC2CCSc3ccccc32)c1 (stereo not given)	1	2	1	-2	-6	-5	2	2	-5	4
CN(C)S(=O)(=O)c1ccc(N2CCCC2)c(C(=O)NNC(=O)c2ccc(F)cc2)c1	2	-4	0	3	1	4	-4	1	2	5
CNS(=O)(=O)c1cc(S(=O)(=O)NC)c2cccc3c2c1NC3=O	0	-4	9	-1	5	5	5	-2	-3	5
Cc1ccc(C)c(C(=O)CCC(=O)NNC(=O)Cn2nc(C)cc2C)c1	-4	1	-1	1	-2	4	0	1	1	0
Cc1ccc(COc2cccc3c2CCN(Cc2ccc(F)cc2)C3=O)cc1	-36	0	3	2	8	-12	3	-3	4	3
COc1ccc(NC(=O)C2CCCN(S(=O)(=O)c3ccc4c(c3)oc(=O)n4C)C2)cc1OC (stereo not given)	6	-2	-1	1	-3	2	1	3	2	4
COc1ccccc1C(=O)NC1CCCCN(Cc2cccc(F)c2)C1=O (stereo not given)	.	-4	2	0	-2	1	-1	0	1	.
COc1cc(C(=O)OCC(=O)Nc2ccc(C(C)=O)cc2)ccc1OCC(=O)N1CCOCC1	1	-3	0	-1	4	9	0	0	-1	14
COc1ccc(/C=N/n2c(SC)nnc(C(C)(C)C)c2=O)cc1	2	-8	0	0	-12	-4	-4	1	1	2
C=CC[C@@H](CC(=O)N(CCO)Cc1ccccc1)C(=O)N[C@H](COC(=O)[C@@H](CC=C)Cc1ccc(F)cc1)Cc1c[nH]c2ccccc12	-53	2	0	2	-6	-32	-10	-3	2	5
O=C(/C=C\c1cccs1)c1c(O)ccc2ccc(=O)oc12	3	4	4	-3	-2	-1	1	-8	3	8
CCOc1ccc(NC(=O)COC(=O)c2cc([N+](=O)[O-])ccc2N2CCOCC2)cc1	-2	-2	0	0	-2	-1	1	1	-1	-1
O=C(Nc1ccccc1)c1ccc(N2CCN(c3ccccn3)CC2)c(S(=O)(=O)N2CCOCC2)c1	-27	-19	5	-1	5	-11	1	-2	1	5
COc1cc2c(cc1OC)C(C(=O)N1CCOCC1)C(c1cccs1)N(C)C2=O (stereo not given)	4	2	-2	0	-4	3	-10	-4	-7	-3
Cc1cccc(S(=O)C(c2ccccc2)c2ccccc2)c1 (stereo not given)	-8	-7	0	5	-4	6	-7	-1	-1	-1
Cc1noc(C)c1S(=O)(=O)Nc1ccc(C(=O)N2CCN(c3ccc(F)cc3)CC2)cc1	3	4	6	0	0	-1	0	-5	0	6
Cc1ccc(S(=O)(=O)N2CCN(C(=O)c3cccs3)CC2)cc1	2	-7	-4	2	1	1	-1	-1	4	1
O=C(CSc1nc(-c2ccco2)cc(C(F)(F)F)n1)Nc1cccnc1	-7	0	-2	-2	-4	-3	-2	-3	-5	4
CCN(CC)C(=O)NC1CC(=O)N(c2ccc(OC)cc2)C1 (stereo not given)	3	-4	3	0	9	-3	4	0	1	5
Cc1c(C)c2ccc(OC(C)C(=O)NC3CCN(Cc4ccccc4)CC3)cc2oc1=O (stereo not given)	-2	2	-5	0	-4	-1	-6	-4	0	5
CCC1CCCCN1C(=O)c1cc(S(=O)(=O)N2CCOCC2)ccc1C (stereo not given)	1	3	0	2	-2	-1	-1	0	3	-3
O=C(/C=C/c1ccco1)OCC(=O)c1ccc(OC(F)F)cc1	-2	-5	11	7	2	-2	3	2	-9	-2
COc1ccc(OC)c(-c2cc(C(=O)NCc3cccs3)no2)c1	-38	11	0	-1	8	-18	8	-2	-1	5
CC(C)CN1CN2Cc3cc(F)ccc3C2CS1(=O)=O (stereo not given)	.	-2	2	1	4	3	-4	0	-5	.
CCn1c2ccccc2c2nnc(SCC(=O)OCN3C(=O)c4ccccc4C3=O)nc21	4	-1	5	6	-1	-22	-4	6	6	1

The listing continues:
SMILES	HTRA1 inh	SIAE primary	rCAG RNA binder	PRMT1 inh	NPR2 activator	mABHD4 FP	NPR1 activator	UHRF1 binding	MBD2 DNA inh	TCR-CD3 inh
O=C(OCc1nc2ccsc2c(=O)[nH]1)c1ccccc1	-1	5	-1	-1	-2	4	-2	-3	0	3
O=C(COC(=O)c1ccc[nH]c1=O)Nc1ccc2c(c1)OC(F)(F)O2	5	3	0	-5	4	-1	4	0	-3	-4
c1ccc(-c2cc3c(-n4cccc4)ncnc3o2)cc1	-18	-9	13	3	-4	-13	-1	-2	-10	5
COc1ccccc1-c1nc(-c2ccncc2)no1	-11	-4	4	0	1	-4	14	-1	-1	1
O=C(Nc1ccc(Cl)cn1)c1ccccc1-c1ccccc1	2	-5	3	4	-1	-1	-8	-2	-1	1
COc1ccc(NC(=O)C2CCN(c3ncnc4c3nc3n4CCCCC3)CC2)cc1Cl	-8	10	5	3	0	1	4	-2	-7	8
CCn1c(-c2ccco2)nc2ccccc21	4	-1	1	6	-3	-1	0	-2	-1	0
Cc1cccc(NC(=O)Cn2c(=O)n(CCC(=O)NC3CCCC3)c(=O)c3ccccc32)c1	10	6	0	0	-2	-2	-4	9	4	4
Cc1ccccc1OCC(=O)N/N=C/c1ccc2c(c1)OCCO2	-5	-7	-4	-3	-1	-2	0	0	4	6
Cc1ccc(-c2nc(CN(C)C(C3CC3)C3CC3)c(C)o2)cc1	-19	-6	6	18	6	-3	3	3	6	-6
COc1ccc(OCC(=O)NCC(c2ccc(OC)cc2)N2CCCCC2)cc1 (stereo not given)	6	-2	-7	0	-10	6	-18	0	4	-5
Cc1ccsc1/C=C/c1n[nH]c(=O)c(C#N)c1C	8	-11	3	-10	1	-9	-7	1	-5	6
COc1ccc(NC(=S)NCc2cccnc2)cc1OC	-10	7	-1	2	2	-2	-3	0	1	2
O=C(NCC(=O)N(c1ccccc1)C(C(=O)NCC1CCCO1)c1ccccc1)c1ccco1 (stereo not given)	4	-3	-8	2	1	2	0	7	2	-3
O=C(CSc1nc(-c2ccco2)cc(C(F)(F)F)n1)NN1CCOCC1	2	3	1	-1	-3	0	1	1	0	-6
N=c1c(C(=O)NCC2CCCO2)cc2c(=O)n3ccccc3nc2n1Cc1ccccc1 (stereo not given)	0	-3	1	5	21	-11	24	1	-7	-5
O=C1NN=C2CCCCCCC12 (stereo not given)	4	2	0	4	-1	-4	1	-1	0	-1
C=C1C(C(=O)Nc2cccc(OC)c2)C1C(=O)Nc1cccc(OC)c1 (stereo not given)	-11	0	2	0	1	-11	-2	-2	-8	3
Cc1ccccc1NS(=O)(=O)c1ccc2c(c1)NC(=O)CCS2	5	5	0	4	7	7	0	4	2	0
CCN(C[C@H]1N[C@@](Cc2ccccc2)(C(=O)OC)[C@H]2C(=O)N(Cc3ccccc3)C(=O)[C@@H]12)S(=O)(=O)c1ccc(C)cc1	0	-7	4	0	3	4	-7	-2	0	4

Compound profiles, from the list above. Order of values: HTRA1 inh | SIAE primary | rCAG RNA binder | PRMT1 inh | NPR2 activator | mABHD4 FP | NPR1 activator | UHRF1 binding | MBD2 DNA inh | TCR-CD3 inh
COc1ccc(NC(=S)NCc2cccnc2)cc1OC in the list: -10 | 7 | -1 | 2 | 2 | -2 | -3 | 0 | 1 | 2
c1ccc(-c2cc3c(-n4cccc4)ncnc3o2)cc1 in the list: -18 | -9 | 13 | 3 | -4 | -13 | -1 | -2 | -10 | 5
Cc1ccccc1NS(=O)(=O)c1ccc2c(c1)NC(=O)CCS2 in the list: 5 | 5 | 0 | 4 | 7 | 7 | 0 | 4 | 2 | 0
O=C(OCc1nc2ccsc2c(=O)[nH]1)c1ccccc1 in the list: -1 | 5 | -1 | -1 | -2 | 4 | -2 | -3 | 0 | 3
O=C(CSc1nc(-c2ccco2)cc(C(F)(F)F)n1)NN1CCOCC1 in the list: 2 | 3 | 1 | -1 | -3 | 0 | 1 | 1 | 0 | -6

Some of the compounds tested; rates above refer to the full screens.
